Measles CPE: protection of cells from measles virus | Measles virus-infected cells, CPE protection, absorbance | protection (pct of control), % at 4 µM | 1.5% of 140,000 active | AID 841; in the data active = protection mostly above about 24%, no sharp cut-off; inactive = mostly below about 26%; also: some compounds called inactive have numbers as strong as hits
Yeast growth inh: reduces growth of yeast BB579 in restrictive medium; 0.51% of 140,000 active; inhibition, % at 10 µM; S. cerevisiae BB579 growth, OD615, 48 h;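 active = inhibition above a set limit, 3 SD over the mean compound inhibition, cut at about 44% in these data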; also: inactives centre near -24
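System: Saccharomyces cerevisiae DeaD strain BB579, replicative lifespan model yeast. Buffer or medium: restrictive glucose-based CSMM-D medium. Doses: one dose, 10 µM compound with 0.25% DMSO. Timing: 4 h preincubation and 48 h exposure at 30 °C. Detection: turbidity as optical density at 615 nm. Benchmarks: amphotericin B 10 µg/mL, positive.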
GALR2 antag: antagonists of human galanin receptor 2 (GALR2) | O43603 | GALR2-expressing cells, antagonist mode | inhibition, % at 4 µM | 0.39% of 140,000 active; in the data active = inhibition above about 27%;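 also: cells stimulated with galanin 1-16 at roughly its EC80; 0% = agonist challenge control and 100% = basal control without agonist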
Target sequence (O43603 whole entry, looked up): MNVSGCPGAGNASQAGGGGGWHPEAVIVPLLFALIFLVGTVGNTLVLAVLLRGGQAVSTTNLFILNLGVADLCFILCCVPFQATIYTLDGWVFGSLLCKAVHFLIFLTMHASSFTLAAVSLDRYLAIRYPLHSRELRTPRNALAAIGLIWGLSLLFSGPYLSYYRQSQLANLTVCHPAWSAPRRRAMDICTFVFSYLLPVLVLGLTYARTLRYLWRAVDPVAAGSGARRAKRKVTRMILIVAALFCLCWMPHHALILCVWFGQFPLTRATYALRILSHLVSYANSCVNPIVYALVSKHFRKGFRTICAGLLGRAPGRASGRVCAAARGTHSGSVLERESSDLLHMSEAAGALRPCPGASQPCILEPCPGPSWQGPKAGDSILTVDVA
Phagocyt inh: inhibitors of macrophage phagocytosis. J774A.1 macrophage IgG-bead phagocytosis, imaging. inhibition, % at 5 µM. 0.07% of 110,000 active. AID 1029;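 active = inhibition above the mean of the plate negative controls plus 5 SD, cut at about 13% in these data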;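 also: phagocytic index as fraction of beads internalized from green versus red external bead signal; plate controls were DMSO negative control for no effect and cytochalasin-D positive control for full effect; some results beyond the cut were filed as inactive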
MRP-1 activ: activators of MRP-1; H69AR cells + doxorubicin, viability rescue, CellTiter-Glo; viability increase, % at 10 µM; 0.61% of 140,000 active;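 active = viability gain under doxorubicin at or above a set limit, the compound median plus 3 SD, cut at about 4.7% in these data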;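 also: MRP-1 overexpressing cells given doxorubicin 25 µM after compound pretreatment; 18-22 h compound pretreatment then 72 h with doxorubicin before readout; 0% = doxorubicin-only wells and 100% = vehicle-treated cells without doxorubicin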
Yeast lifespan up: extends the lifespan of yeast; S. cerevisiae growth with nicotinamide, OD615; deaD strain in restrictive glucose medium; inhibition of the nicotinamide effect, % at 10 µM; 0.68% of 130,000 active; AID 775;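 active = inhibition above a set limit, placed 3 SD over the median of all compounds, cut at about 26% in these data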;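 also: 0% = nicotinamide-treated wells and 100% = cells grown without nicotinamide; some compounds called inactive have numbers as strong as hits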
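Buffer or medium: CSMM-D glucose medium, restrictive; test system: modified budding yeast, DeaD strain; compound: single dose 10 µM compound, 0.25% DMSO; schedule: culture preincubation 4 h, compound exposure 48 h, both 30 °C; detection: optical density (absorbance) at 615 nm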
HCT116 PTEN-null: growth suppressors of cells with PTEN tumor suppressor deletion | HCT116 PTEN-null viability, CellTiter-Glo, 60 h; active compounds read low | viability, % at 10 µM | 1.2% of 140,000 active | AID 827;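 active = viability at or below a set limit, 4 SD under the median of all tested compounds, cut at about 3.7% in these data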;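 also: PTEN knockout HCT116 line with beta catenin targeted HCT116 as companion control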
HCT116 bCat-KO: beta-catenin-lacking colon tumor cell growth suppression; HCT116 beta-catenin knockout viability, CellTiter-Glo, 60 h; active compounds read low; 1.5% of 140,000 active; AID 818; viability, % at 10 µM;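 active = viability at or under a set limit, the compound median less 4 SD, cut at about 6% in these data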;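 also: 0% = Hyamine 1622 control at 20 µM and 100% = untreated cell control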
NPY Y2 blocker: blocks the human neuropeptide Y Y2 receptor | inhibition, % at 2.7 µM | AID 793 | 0.99% of 140,000 active | P49146 | NPY-Y2 expressing cells, antagonist mode; in the data active = inhibition above about 17%;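 also: 0% = vehicle with agonist challenge and 100% = reference antagonist with challenge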
Target sequence (P49146 whole entry, looked up): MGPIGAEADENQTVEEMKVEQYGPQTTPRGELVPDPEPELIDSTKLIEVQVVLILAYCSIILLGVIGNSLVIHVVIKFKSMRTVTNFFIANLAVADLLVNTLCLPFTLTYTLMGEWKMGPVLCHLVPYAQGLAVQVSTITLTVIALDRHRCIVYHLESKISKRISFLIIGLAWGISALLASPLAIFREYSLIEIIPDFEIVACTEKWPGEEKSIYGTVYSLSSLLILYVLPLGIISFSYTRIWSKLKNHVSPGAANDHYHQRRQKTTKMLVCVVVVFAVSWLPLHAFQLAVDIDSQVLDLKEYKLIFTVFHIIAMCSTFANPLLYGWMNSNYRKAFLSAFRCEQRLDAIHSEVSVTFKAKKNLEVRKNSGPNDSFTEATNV
E-sel TNF inh: TNF alpha driven E-selectin expression inhibition | inhibition, % at 2 µM | HUVEC TNFa-induced E-selectin immunofluorescence, high content | 0.71% of 120,000 active | AID 1246;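 active = inhibition above the batch mean plus 3 SD, and confirmed as a hit on visual image review, cut at about 43% in these data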;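 also: 0% = TNF-stimulated DMSO wells and 100% = unstimulated control wells; not every result past the cut was called active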
The depositor's hits bear a star; · = no result given.

SMILES	Measles CPE	Yeast growth inh	GALR2 antag	Phagocyt inh	MRP-1 activ	Yeast lifespan up	HCT116 PTEN-null	HCT116 bCat-KO	NPY Y2 blocker	E-sel TNF inh
O=C(CNc1ccc(C(F)(F)F)cc1[N+](=O)[O-])OCC(=O)c1ccccc1	3	-48	-6	2	-2.5	-6	89	103	7	17
Cc1ccc2nc(-c3ccccc3Cl)cc(C(=O)Nc3cc(C)on3)c2c1	9	-11	-5	1	1.5	-18	62	65	3	-11
O=C(N/N=C1/CC2C=CCC12)c1ccc(Br)o1 (centres undefined)	14	-51	2	3	-1.0	3	85	84	1	-3
O=S(=O)(c1ccc(Cl)cc1)n1ccc2cccnc21	1	-14	5	·	-2.8	4	86	89	4	21
O=C(O)CCC(=O)N(Cc1cccs1)Cc1cccs1	21	-31	-16	0	-2.9	-6	104	96	1	10
CCOC(=O)/C(C)=C1\NC(C)(C)Cc2ccccc21	5	-25	-2	-3	-1.5	2	69	68	2	20
Cc1ccc(C(=O)N2CCN(C)CC2)cc1S(=O)(=O)N1CCCCC1	8	-52	2	0	-0.3	0	106	104	2	-47
CCN1CCN(Cc2ccc(OC)c(OCc3ccccc3)c2)CC1	3	19	-5	0	-1.0	-19	90	93	0	-2
COc1ccc(NC(=O)N2CCC(O)(c3cccnc3)CC2)c(OC)c1	4	-55	8	5	-0.8	-9	105	98	1	-9
O=C(Nc1ccncc1)c1cccs1	5	-16	9	1	-0.1	-3	98	105	1	·
CCCC1=[N+](CC)CCn2c(C)ccc21	9	-55	7	0	-0.9	-4	104	85	3	-39
Cc1nn(-c2ccccc2)c2c1C(c1cccs1)C(C#N)=C(N)O2 (centres undefined)	2	-6	10	-1	-1.6	-11	84	92	6	-9
Cc1ccc(C(=O)NN2CCOCC2)cc1	9	-34	6	·	0.3	-8	100	95	0	-28
COc1ccc(NS(=O)(=O)c2ccc3c(c2)n(C)c(=O)n3C)cc1	12	-16	-3	0	-0.2	-7	87	80	1	-33
Cc1cc(C)cc(N(CC(=O)NC2CCC(C)CC2)S(=O)(=O)c2c(C)noc2C)c1 (centres undefined)	19	-23	0	0	-1.4	-3	100	89	2	-11
CC(C)c1noc2ncc(C(=O)c3cc(Cl)cc(Cl)c3O)cc12	4	-22	-3	·	0.6	64*	92	92	11	5
O=c1cc(N2CCCC2)[nH]c(=O)n1-c1ccc(Cl)cc1	23	-29	12	·	-2.6	·	96	91	3	-37
O=C(N/N=C/c1cc(Br)ccc1O)c1cccc(N2CCCC2=O)c1	12	-11	24	-4	-1.6	-4	9	7	1	·
C=CCN=C(NC#N)SCC(=O)NC(C)(C)C	9	15	1	1	-1.6	-11	92	107	1	-18
NC(=O)c1cc2ccccc2o/c1=N\NC(=O)c1ccco1	9	-32	-1	-7	-1.4	-4	104	94	2	·
O=C(O)C(Oc1ccc2c3c(c(=O)oc2c1)CCC3)c1ccccc1 (centres undefined)	11	-13	-4	3	2.9	-8	112	102	5	23
CCOC(=O)c1ccccc1NC(=O)C(C)Oc1ccccc1 (centres undefined)	21	-39	-3	1	-0.1	-13	78	87	2	5
COc1ccc(-c2cc(C(F)(F)F)nc(-n3cc(Cl)cn3)n2)cc1	0	-72	-8	1	1.9	49	80	85	4	7
CC(C)c1c(O)nc(SCc2ccccc2)[nH]c1=O	3	-63	14	0	-0.1	21	100	98	14	6
COc1ccc(S(=O)(=O)N2Cc3ccccc3CC2C(=O)Nc2ccc3c(c2)OCO3)cc1 (centres undefined)	16	-53	-1	0	-1.8	-11	72	86	4	-4

Three compounds from above, ordered by molar mass, smallest number first.
SMILES	Measles CPE	Yeast growth inh	GALR2 antag	Phagocyt inh	MRP-1 activ	Yeast lifespan up	HCT116 PTEN-null	HCT116 bCat-KO	NPY Y2 blocker	E-sel TNF inh
CCOC(=O)/C(C)=C1\NC(C)(C)Cc2ccccc21	5	-25	-2	-3	-1.5	2	69	68	2	20
O=c1cc(N2CCCC2)[nH]c(=O)n1-c1ccc(Cl)cc1	23	-29	12	·	-2.6	·	96	91	3	-37
O=C(N/N=C1/CC2C=CCC12)c1ccc(Br)o1 (centres undefined)	14	-51	2	3	-1.0	3	85	84	1	-3

Further structures.
SMILES	Measles CPE	Yeast growth inh	GALR2 antag	Phagocyt inh	MRP-1 activ	Yeast lifespan up	HCT116 PTEN-null	HCT116 bCat-KO	NPY Y2 blocker	E-sel TNF inh
O=C(O)CCN=C1CCc2ccccc2N1	5	6	-3	0	0.7	2	100	100	1	14
C[N+]1(CCC(=O)c2ccccc2)CCCCC1	4	-18	1	2	-1.8	6	102	91	2	-6
O=C(NCCCN1CCOCC1)c1cc(Cl)ccc1[N+](=O)[O-]	26	-20	5	-4	0.1	4	90	88	1	·
CCC(C)NC(=O)Nc1ccccc1C (centres undefined)	4	-54	-5	0	0.2	-7	100	90	4	14
N=c1c(S(=O)(=O)c2ccc(Cl)cc2)cc2c(=O)n3ccccc3nc2n1CCN1CCOCC1	5	-48	-1	·	-2.6	2	100	101	-1	26
O=c1cc2[nH]c3ccccc3c(=O)n2nc1-c1ccccc1	9	-35	16	0	-2.1	22	74	86	5	-8
CCS(=O)(=O)NCCc1csc(C)n1	49	15	8	-2	-0.5	5	106	112	5	9
Cc1cc(NC(=O)COC(=O)c2c(C)nn(-c3ccccc3)c2C)no1	15	-33	1	0	-1.1	-20	94	93	-2	29
COC(=O)c1ccc(C(=O)OC)c(NC(=O)C2CC2)c1	16	-6	10	2	2.3	-6	99	93	3	·
CCCc1cc(C(=O)N/N=C/c2ccc(C)o2)c2ccccc2n1	7	29	3	·	1.6	-10	98	99	3	-39
O=C(N/N=C1/CCCc2ccccc21)C(c1ccccc1)c1ccccc1	13	-23	-3	0	-3.2	2	52	75	4	20
CCN(CC)CCNC(=O)c1cn(-c2ccccc2)nc1-c1cccs1	2	1	5	-2	-2.6	-1	73	73	3	-23
CCOC(=O)c1ccc2ncc(C(=O)OCC)c(NCCCN3CCOCC3)c2c1	8	-30	-8	-1	-4.1	-21	85	87	8	·
CSc1nc(N)c2c3c(sc2n1)COC(C(C)C)C3 (centres undefined)	4	-28	9	-2	-0.6	-6	83	101	0	-10
COc1ccc(OCCSc2nc3ccccc3c(=O)[nH]2)cc1	7	-31	-2	-1	0.3	0	103	103	7	·
CCCN1CCN(CCCNC(=O)Cn2nc(-c3ccccc3)ccc2=O)CC1	10	-10	8	-2	-0.2	-3	103	102	3	-6
Cc1ccc(Cn2nnc3c(=O)n(CC(=O)NCC4CCCO4)cnc32)cc1 (centres undefined)	12	-50	0	3	-1.2	·	100	92	2	19
COc1ccc(C(=O)NCC(=O)NC2=NCCS2)cc1	29	-13	0	0	-0.1	-12	104	97	2	·
COc1cccc(-c2nnc3n2N=C(c2cccc(Br)c2)CS3)c1	7	-57	9	-2	-0.9	-5	96	90	2	0
COc1cc(NC(=O)COC(C)=O)c(C)cc1[N+](=O)[O-]	5	-18	3	-9	1.0	7	96	95	1	·
COc1ccc(Cl)cc1S(=O)(=O)N1CCN(CC(=O)C(C)(C)C)CC1	16	-30	4	-1	-0.7	-7	113	101	1	·
CCOC(=O)/C(=N\Nc1ccc(Cl)cc1)Sc1nnc(-c2ccc(OC)cc2)n1C	16	-32	-2	-3	-0.6	-4	93	95	4	·
CC(=C1C(=O)c2ccccc2C1=O)N1CCN(Cc2ccccc2)CC1	2	-37	6	3	-1.0	37	89	85	1	-18
Cc1nc(NNC(=O)c2ccc(Cl)cc2Cl)cc(-c2ccccc2)n1	19	-56	4	-1	0.1	-10	104	97	8	9
CCN(CC)c1cc2nonc2c2nonc12	17	-11	-8	-1	-1.6	-25	89	98	3	-3
Additional results
SMILES	Measles CPE	Yeast growth inh	GALR2 antag	Phagocyt inh	MRP-1 activ	Yeast lifespan up	HCT116 PTEN-null	HCT116 bCat-KO	NPY Y2 blocker	E-sel TNF inh
Cc1ccc(C(C)NC(=O)C2CCCO2)cc1C (centres undefined)	3	12	1	1	-0.1	5	102	90	2	-9
CCCOc1ccc(/C=N/NC(=O)C(=O)Nc2ccccn2)cc1	5	-49	13	-4	-0.7	-4	95	97	2	·
CCC(C)(C)NC(=O)c1ccc2c(c1)S(=O)(=O)c1ccccc1C2=O	22	-48	-19	3	-1.6	-21	96	103	-1	15
CC(C)OCCCNC(=O)c1c(N)n(/N=C/c2ccccn2)c2nc3ccccc3nc12	3	-13	-1	0	-2.9	-10	53	61	-1	5
CCCCCn1c(CNC(=O)c2cccs2)nc2ccccc21	25	-25	2	·	-4.7	·	92	97	6	-4
CCOC(=O)c1ccc(N/C=C/C(=O)c2ccc(OC)cc2)cc1	18	-86	0	·	0.4	-3	109	105	6	-34
CCCCC(=O)N/N=C/c1sccc1C	5	-41	-2	-4	-1.2	-5	91	97	2	-17
COc1ccc2c(c1)SCCC2=O	34*	-10	3	-1	-1.0	-12	107	103	4	-10
CCC(C)(NC(=O)CNC(C)=O)C(=O)NC1CCCCC1 (centres undefined)	6	5	-5	·	-0.3	-11	100	105	4	11
O=C(c1cccc([N+](=O)[O-])c1)N1CCCN(C(=O)c2cccc([N+](=O)[O-])c2)CC1	10	-19	-6	2	-1.4	0	83	80	0	-5
O=C(NCc1ccco1)c1cccc(NC(=O)c2ccccc2)c1	15	-50	18	·	-1.6	-9	107	105	6	12
Cc1ccc(CC(=O)O/N=C(\N)Cc2ccc([N+](=O)[O-])cc2)cc1	7	-14	3	-1	-3.0	0	100	94	7	·
O=c1cc(O)n(-c2ccc(Cl)cc2)c(=S)[nH]1	13	-13	11	0	-2.9	-7	91	96	-3	·
CC(=O)Nc1c(C(=O)c2ccccc2)oc2ccccc12	28	-17	1	-1	0.0	-9	91	99	-2	·
Clc1cc(Br)ccc1OCCOCCN1CCOCC1	3	-25	4	0	-0.5	-11	93	99	2	·
COc1ccccc1N1CCN(C(=O)c2cc3sccc3n2C)CC1	4	-31	-9	·	-1.4	19	81	92	-2	8
CCOc1ccc(NC(=O)NCCCN2CCCC2)cc1	5	-78	-7	0	-0.1	-10	116	100	1	16
NC1=NC(=O)/C(=C\c2cccs2)S1	54	-8	3	0	-1.2	0	94	93	2	-68
CN1CCc2c(c3c(n2C)CCN(C)[C@@H]3c2cccnc2)[C@H]1c1cccnc1	22	-25	3	·	0.5	4	108	94	0	-6
C=CCn1cc(C(=O)NCCCOC)c(=O)c2cc(S(=O)(=O)N(CC)CC)ccc21	·	-8	-2	-2	-0.2	-17	104	93	6	16
C=CCn1c(=S)[nH]c2ccc(Br)cc2c1=O	4	-14	-9	-2	-2.1	-20	80	69	3	-18
N#Cc1ccc(OCC(=O)OCC(=O)NCCC2=CCCCC2)cc1	26	3	10	-14	0.9	-6	101	91	2	·
Cc1cc(NS(=O)(=O)c2ccc(Nc3nc(-c4ccc(C)c(C)c4)cs3)cc2)no1	8	-47	-25	-7	1.5	1	76	83	-1	-3
Cc1cccc(Nc2nc(-c3c(C)nc4ccccn34)cs2)c1	7	-20	25	·	-0.7	-21	40	36	0	-7
COc1ccc(Cl)cc1C(=O)NCC(c1ccco1)N1CCCC1 (centres undefined)	9	-54	1	0	-5.1	-13	79	74	2	-11
CC(C)Oc1ccc(NC(=O)CCC(=O)O)cc1	16	-33	-4	1	0.4	-29	97	94	5	11
